Screening data deposited in PubChem BioAssay by several laboratories.
STK33 kinase inh = inhibitors of human STK33 kinase. purified STK33, MBP phosphorylation, ADP-Glo luminescence. hit rate 0.073% among 320,000. Q9BYT3. inhibition, % at 10 µM;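 active = inhibition at or above 25%, using the most active replicate where run in duplicate; inactive = inhibition below 25%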
KCNQ2 inh = KCNQ2 potassium channel inhibitors, primary screen, cell-based, CHO-K1, FluxOR thallium flux, B-score (AID 2156) | 20 min; stronger effect = lower value | B-score at 10 µM | hit rate 1.1% among 310,000;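 active = fluorescence ratio B-score at most minus 3 library SDs, with starting brightness B-score within 2 library SDs, cut at about -5.5 in these data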
Target sequence (O88943 whole entry, looked up): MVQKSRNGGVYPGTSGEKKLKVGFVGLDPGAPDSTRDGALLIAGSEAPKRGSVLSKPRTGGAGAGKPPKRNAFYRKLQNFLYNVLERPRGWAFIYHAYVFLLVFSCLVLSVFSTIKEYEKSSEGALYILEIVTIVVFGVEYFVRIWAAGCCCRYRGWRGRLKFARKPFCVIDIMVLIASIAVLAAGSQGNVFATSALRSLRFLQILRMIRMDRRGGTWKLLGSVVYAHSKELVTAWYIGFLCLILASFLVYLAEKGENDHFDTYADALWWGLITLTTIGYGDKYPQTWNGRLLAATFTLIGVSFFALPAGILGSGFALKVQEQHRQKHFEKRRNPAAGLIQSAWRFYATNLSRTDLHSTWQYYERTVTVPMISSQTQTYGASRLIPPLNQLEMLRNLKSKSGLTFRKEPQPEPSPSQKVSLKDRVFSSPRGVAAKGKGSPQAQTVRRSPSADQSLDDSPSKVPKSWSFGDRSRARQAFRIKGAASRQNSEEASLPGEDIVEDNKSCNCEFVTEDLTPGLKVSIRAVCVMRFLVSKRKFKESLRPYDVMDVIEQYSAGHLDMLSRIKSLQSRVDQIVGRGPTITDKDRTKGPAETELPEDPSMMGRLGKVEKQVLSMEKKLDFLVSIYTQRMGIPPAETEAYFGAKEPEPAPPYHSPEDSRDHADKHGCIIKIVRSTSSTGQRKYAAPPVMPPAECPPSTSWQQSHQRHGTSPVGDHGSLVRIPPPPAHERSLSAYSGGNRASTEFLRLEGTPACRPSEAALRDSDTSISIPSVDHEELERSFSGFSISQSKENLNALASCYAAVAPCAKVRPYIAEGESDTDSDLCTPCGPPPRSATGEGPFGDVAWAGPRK
Kir21 block = Kir2.1 (mouse) channel inhibition; P35561; HEK293-Kir2.1, FluxOR thallium flux fluorescence; stronger effect = lower value; B-score at 10 µM; hit rate 0.85% among 310,000; AID 1672;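 active = fluorescence ratio B-score at or below minus 3 SD of library scores, with starting-brightness B-score within 2 SD, cut at about -4.2 in these data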;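 also: channel flux triggered by added potassium and thallium sulfate stimulus; B-score of peak minus minimum fluorescence over baseline after thallium stimulus; more negative B-score means stronger Kir2.1 block with less thallium influx; some compounds called inactive have numbers as strong as hits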
Starred values were filed as active, the others as inactive; i = inactive; . = no result given.

A first look, 3 compounds:
molecule	STK33 kinase inh	KCNQ2 inh	Kir21 block
CC(C)(C)c1ccc(C(=O)Nc2c3c(nn2C(C)(C)C)CS(=O)(=O)C3)cc1	-2.1	i	-0.12
CCN(CC(=O)Nc1ccccc1C(F)(F)F)C(=O)c1ccc(N2C(=O)CCC2=O)cc1	-2.7	i	-0.97
O=C1NC(=S)N/C1=C\C=C\c1ccccc1	-0.7	i	-1.73

All compounds of this part, repeating the preview:
molecule	STK33 kinase inh	KCNQ2 inh	Kir21 block
CC(C)(C)c1ccc(C(=O)Nc2c3c(nn2C(C)(C)C)CS(=O)(=O)C3)cc1	-2.1	i	-0.12
CCN(CC(=O)Nc1ccccc1C(F)(F)F)C(=O)c1ccc(N2C(=O)CCC2=O)cc1	-2.7	i	-0.97
O=C1NC(=S)N/C1=C\C=C\c1ccccc1	-0.7	i	-1.73
CC(C)C(C)NC(=O)CN1C(=O)NC2(CCc3ccccc32)C1=O (stereo not given)	-0.5	i	-0.2
N#Cc1c2c(c(NCCCN3CCOCC3)n3c1nc1ccccc13)CCC2	6.0	i	0.43
Cc1ccc2c(c1)N(CCC(=O)NCc1ccccn1)C(=O)CO2	-0.9	i	0.26
CC(=O)Nc1nc2c(ncn2COCCOC(C)=O)c(=O)[nH]1	.	i	0.14
COc1ccc(/C=C/C(=O)NCC2COc3ccccc3O2)c(OC)c1 (stereo not given)	0.5	i	-0.25
COCCN(C(=O)CSc1ncn[nH]1)c1c(N)n(Cc2ccccc2)c(=O)[nH]c1=O	-0.9	i	0.15
Cc1cc(C)cc(N(CC(=O)NC2CCCCCC2)S(=O)(=O)c2c(C)[nH]c(=O)[nH]c2=O)c1	-2.7	i	-1.49
O=C(CSC1=NCCS1)Nc1ccc(F)cc1	-1.4	i	-0.06
OCC[C@@H]1C[C@H](O)[C@@H](O)[C@]2(Cc3ccccc3CCO2)O1	-0.5	i	-0.92
Cc1ccccc1OCC(=O)OCC(=O)c1ccc(OC(=O)c2ccccc2)cc1	-0.2	i	0.99
CCO[C@H]1OC(C(=O)N2CCN(C)CC2)=C[C@@H](C2CC2)[C@@H]1CCCO	-1.8	i	-0.39
CC1(C)CC(=O)C=C(NCc2ccco2)C1	-0.7	i	-1.53
Cc1csc2c(=O)sc(NC(=O)c3ccco3)nc12	-0.5	i	0
COc1ccccc1NC(=O)Nc1nnc(Cc2ccccc2F)s1	0.3	i	-0.38
CCc1nc(NCCO)c(C#N)c2c1CSC(C)(C)C2	-1.2	i	0.32
Cc1ccc(S(=O)(=O)NC2(C(F)(F)F)C(=O)Nc3c2c(=O)n(C)c(=O)n3C)cc1 (stereo not given)	-0.4	i	-0.15
COCCn1nnnc1C(c1ccccn1)N1CCN(c2cc(Cl)ccc2C)CC1 (stereo not given)	-3.1	i	0.02

Continued.
molecule	STK33 kinase inh	KCNQ2 inh	Kir21 block
CC(Oc1ccccc1)C(=O)N=C1SC2CS(=O)(=O)CC2N1c1cccc(F)c1 (stereo not given)	-0.6	i	-0.31
CCCc1cc(=O)[nH]c2nnc(SCC(=O)Nc3ccc(C(C)=O)cc3)n12	-0.7	i	0.75
COc1ccccc1S(=O)(=O)N1CCN(S(=O)(=O)c2ccccc2C#N)CC1	-1.6	i	-1.24
COc1ccc([N+](=O)[O-])cc1NC(=O)CCNC(=O)Cn1ccc2ccccc2c1=O	-2.5	i	1.45
COc1ccc(C2=NN(CN3C(=O)C(=O)c4ccccc43)C(c3ccc(Br)cc3)C2)cc1 (stereo not given)	-1.3	i	0.06
COc1ccc(CC(=O)Nc2nnc(C(C)C)s2)cc1	.	i	-2.84
CC1CCN(C(=O)C(NS(=O)(=O)c2cccc3nsnc23)C(C)C)CC1 (stereo not given)	-2.3	i	-0.66
COc1ccc(Cc2noc(COc3ccc(Cl)cc3)n2)cc1	-0.3	i	1.46
COc1ccccc1S(=O)(=O)Cc1ccc(C(=O)NC2CCCCC2)o1	-3.1	i	-0.34
CC1=C(C(=O)NCc2ccccc2)C(c2cccs2)NC(=S)N1 (stereo not given)	1.7	i	-1.44
COC(=O)c1cc(=O)n(Cc2ccco2)c(=Nc2ccc(F)cc2)s1	-1.6	-5.95*	-0.81
Cc1cc2ccccc2c(=O)n1CC(=O)NCc1ccco1	0.1	i	0.77
COc1ccc(/C=C(/NC(=O)c2ccccc2)C(=O)N2CCCCC2)cc1	-0.4	i	-0.34
CCCC(C)NC(=O)CSc1nc2ccc(C)cc2[nH]1 (stereo not given)	0.0	i	-3.18
Cc1cc(=O)[nH]c(SCC(=O)N2C(C)CCCC2C)n1 (stereo not given)	-1.5	i	-0.8
CN(C)c1cccc(C(=O)NCCCn2ccc3ccccc32)c1	-1.3	i	-0.41
CCCCOc1ccccc1Cn1c(=O)oc2ccc(C)cc21	-1.2	i	0.02
COc1ccc(CCn2nc(C)c([N+](=O)[O-])c2C)cc1	-2.2	i	-0.3
Cc1cc(=O)oc2cc(NS(=O)(=O)c3ccccc3)ccc12	-1.2	i	0.12
CS(=O)(=O)N(CC(=O)N1CCCCCC1)c1cc(Cl)ccc1Cl	-1.9	i	-0.95

Remaining list, next part:
molecule	STK33 kinase inh	KCNQ2 inh	Kir21 block
Cc1ccsc1-c1n[nH]c(=S)n1C1CCCCC1	7.4	i	-1.34
CC1(C)CC(=O)C(CC2C(=O)CC(C)(C)CC2=O)C(=O)C1	-1.1	i	0.39
CCOC(=O)c1cc(-c2ccccc2)nc2nc(N3CCCCC3)sc12	-1.3	i	0.01
Cc1ccc2c(c1)N(C(=O)CCC(=O)NCCCN1CCOCC1)CC(C)O2 (stereo not given)	0.1	i	1.62
COC(=O)c1ccc(C23CC4(C2)[C@H](CN(Cc2ccc(C(F)(F)F)cc2)[C@@H]4c2ccccc2)C3c2ccc(C(F)(F)F)cc2)cc1 (stereo not given in full)	.	i	-1.77
CCOC(=O)N1CCC(NC(=O)c2cc(-c3ccc(F)cc3)[nH]c2C)CC1	-1.3	i	-3.47
CC(OC(=O)c1cccc(-n2cnnn2)c1)C(=O)Nc1ccc(N(C)C)cc1 (stereo not given)	-1.5	i	0.63
C=CCCN(C(C(=O)OC)C(C)C)S(=O)(=O)c1ccccc1Br (stereo not given)	-1.4	i	0.69
Cc1cc(C)cc(-n2c(SCC(=O)Nc3cccc(S(=O)(=O)NC4=NCCCCC4)c3)nc3ccccc3c2=O)c1	0.4	i	-1.53
Cc1ccc(C)c(N2CCN(C(=O)CCNC(=O)Cn3ccc4ccccc4c3=O)CC2)c1	-0.6	i	-0.89
COc1cccc(NC(=O)c2oc3ccc(S(=O)(=O)N4CCOCC4)cc3c2C)c1	-1.2	i	-0.47
CCN(C(=O)c1ccc2c(=O)n3c(nc2c1)CCCCC3)c1ccc(F)cc1	1.9	i	1
CCC(C)NC(=O)C1CCN(S(=O)(=O)c2cccnc2)CC1 (stereo not given)	-0.2	i	-2.99
CCCC(=O)Nc1nnc(S(=O)(=O)N(CC)c2ccccc2)s1	0.2	i	-1.69
O=C(Cn1nc2ccccc2n1)N/N=C/c1cc([N+](=O)[O-])ccc1O	-0.2	i	0.11
Cc1ccc(C(=O)N/C(=C\c2cn(-c3ccccc3)nc2-c2ccccc2)C(=O)N2CCOCC2)cc1	-1.5	i	-1.25
Fc1cccc2sc(Nc3nnc(-c4ccco4)o3)nc12	-3.1	i	0.26
COC(=O)c1sc2ccccc2c1NC(=O)c1ccc(S(=O)(=O)N2CCCC(C)C2)cc1 (stereo not given)	-1.2	i	0.02
Cc1cc(N/N=C/c2ccc(Cl)cc2)nc(NCc2ccccc2)n1	-2.1	i	1.2
O=C(Nc1ccccc1)N1CCCC(c2nc(-c3ccc(F)cc3)no2)C1 (stereo not given)	-0.2	i	-1.26

Next structures follow.
molecule	STK33 kinase inh	KCNQ2 inh	Kir21 block
COc1ccc(/C=C(\NC(=O)c2ccc(C)cc2)C(=O)NCCCn2ccnc2)cc1	-1.1	i	-0.79
O=C(COC(=O)/C=C/c1ccc([N+](=O)[O-])cc1)NC(c1ccccc1)c1ccccc1	6.1	i	2.76
O=C(Cn1nnc2ccccc21)c1ccccc1	-0.8	i	-0.92
O=C(COc1ccc(Cl)cc1)NNC(=O)CSc1nncs1	-1.0	i	-0.67
Cn1cc(C(=O)N2CCN(c3cccc(Cl)c3)CC2)c(=O)c2cc(S(=O)(=O)N3CCOCC3)ccc21	2.5	i	-0.1
O=C(C1=C(O)C(=O)N(CCN2CCOCC2)C1c1ccc(F)cc1)c1cc2ccccc2o1 (stereo not given)	0.8	i	1.24
COc1ccc(OCC(=O)OC2CCN(C)CC2)cc1	-0.3	i	0.19
O=C(O)CSc1nc2c(c(C(F)(F)F)n1)CCc1ccccc1-2	-0.5	i	0.38
Cc1ccc(C(C)NC(=O)c2ccco2)cc1C (stereo not given)	-1.4	i	-0.08
O=C(Nc1cccc(C(F)(F)F)c1)C1CCN(S(=O)(=O)c2ccc(N3CCCC3=O)cc2)CC1	-1.6	i	-1.4
C/C(=N\NC(N)=S)c1ccccc1	-2.1	i	-0.94
COc1cccc(C2C(C(N)=O)=C(C)Nc3nc(-c4cccc(Cl)c4)nn32)c1 (stereo not given)	-2.1	i	1.18
Cc1ccc(NC(C)c2cc(Cl)ccc2O)cc1 (stereo not given)	0.5	i	-2.46
COc1ccc2nc(/C=N/NC(=O)CCCCCNC(=O)OC(C)(C)C)ccc2c1	-0.4	i	0.03
COc1ccc(CNC(=O)c2c([S-])n(-c3ccc(C)cc3)c3cccc[n+]23)cc1	-0.3	i	-1.25
CC1COC(c2cccn2Cc2ccccc2Cl)=N1 (stereo not given)	0.0	i	-2.44
CCCCc1nc2cc(C(=O)N3CCC[C@H]3CO)ccc2o1	-1.7	i	3.1
COCCCn1c(C2CCCCC2)nc2oc3cc(OC)ccc3c(=O)c2c1=O	0.8	i	1.64
Cn1cnnc1SCC(=O)Nc1cc(C(F)(F)F)ccc1N1CCOCC1	0.0	i	0.27
O=C(NCc1cccs1)C(=O)NCC1OCCCN1S(=O)(=O)c1ccccc1 (stereo not given)	-2.2	i	0.21

Going on with the list.
molecule	STK33 kinase inh	KCNQ2 inh	Kir21 block
O=C(Nc1ccc(NC(=O)C2CCCCC2)cn1)c1ccco1	-3.0	i	-0.02
Cc1ccc(Cn2ccc(NC(=O)c3noc4c3CCCC4)n2)cc1	3.6	i	-1.46
O=C(Nc1ccc(C2=NCCN2)cc1)c1ccc(Cl)c(C(=O)Nc2ccc(C3=NCCN3)cc2)c1	3.9	i	0
COc1cc(NC(=O)COC(=O)/C=C/c2ccc(OC)c(OC)c2)cc(OC)c1	1.3	i	0.66
NS(=O)(=O)c1ccc(CCNC(=O)C2CCN(S(=O)(=O)c3c(Cl)cccc3Cl)CC2)cc1	0.3	i	-0.37
NC(=O)c1nsc(C(=O)N(CCc2ccccc2)C(C(=O)NC2CCCC2)c2ccco2)c1N (stereo not given)	-1.1	i	-0.14
CCOC(=O)/C(C#N)=C/c1c[nH]c2ccccc12	-0.2	i	-0.73
CCc1nnc(SCc2ccc(C(=O)OC)o2)n1N	0.0	i	-1.18
Cc1cccc(NS(=O)(=O)c2cccc(C(=O)N3CCCCCC3)c2)c1	.	i	0.03
CCCCCCSc1cccc(-c2nc3ccc(Cl)cn3c2NCc2ccccc2)c1	-1.0	i	2.34
Cc1nc2ccc(NC(=O)c3cccc(C(F)(F)F)c3)cc2o1	-1.9	i	1.83
CC(C)C(=O)NC(c1ccccc1Cl)c1c(O)ccc2ccccc12 (stereo not given)	0.1	i	-0.6
COc1ccc(NS(=O)(=O)c2cccc(C(=O)NNC(=O)c3ccc(Br)o3)c2)cc1	-1.5	i	-1.6
COc1ccc(-c2cc(=O)c3cc(F)ccc3[nH]2)cc1	-0.2	i	-0.16
CS(=O)(=O)Cc1ccc(C(=O)Nc2cccc(-c3nc4ccccc4[nH]3)c2)cc1	1.0	i	-0.93
CC(C)(C)n1nc2c(c1NC(=O)Cc1ccc(F)cc1)CSC2	-0.2	i	-0.77
CN1/C(=C\C=C(C#N)C#N)C(C)(C)c2ccccc21	-1.0	i	-0.54
Clc1ccc(C2=NNC(=NCc3ccccc3)SC2)cc1	-1.4	i	1.45
CC1CCCC(C)N1/N=C/c1cc(Br)cc(Br)c1O (stereo not given)	-1.8	i	0.68
COc1ccc(-n2c3c(c(=O)[nH]c2=O)C(NS(=O)(=O)c2ccc(Cl)cc2)(C(F)(F)F)C(=O)N3)cc1 (stereo not given)	2.1	i	-0.2

Continuation.
molecule	STK33 kinase inh	KCNQ2 inh	Kir21 block
O=C(CCCCCn1c(=O)[nH]c2ccsc2c1=O)NCc1cccs1	-0.3	i	1.23
O=C(CC1C(=O)NCCN1Cc1c(F)cccc1Cl)NCCCn1cccn1 (stereo not given)	0.6	i	0.21
CCOC(=O)C1CCCN(C(=O)c2ccc(CNS(=O)(=O)c3ccc(C)cc3)cc2)C1 (stereo not given)	-0.2	i	-0.02
CCN(CC)C(=O)Nc1ccccc1C	-1.1	i	-1.19

Some of the entries so far, with two lines to a compound:
Values run as follows: STK33 kinase inh | KCNQ2 inh | Kir21 block
> O=C(CC1C(=O)NCCN1Cc1c(F)cccc1Cl)NCCCn1cccn1 (stereo not given)
 : 0.6 | i | 0.21
> O=C(CCCCCn1c(=O)[nH]c2ccsc2c1=O)NCc1cccs1
 : -0.3 | i | 1.23
> CCN(CC)C(=O)Nc1ccccc1C
 : -1.1 | i | -1.19
> CCOC(=O)C1CCCN(C(=O)c2ccc(CNS(=O)(=O)c3ccc(C)cc3)cc2)C1 (stereo not given)
 : -0.2 | i | -0.02
